From PubChem BioAssay
FN deposit inh: fibronectin deposition inhibition. AH1F fibroblasts, Alexa488-fibronectin deposition fluorescence, overnight. inhibition, % at 12.6 µM. actives 0.086% (n = 350,000). AID 743247;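 active = mean inhibition across replicates of 30% or more, regardless of how many single replicates reach that level; inconclusive = mean under 30% yet at least half of replicates reach 30%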;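 note: positive control wells lacked labelled fibronectin entirely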
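Material: AH1F fibroblast monolayer depositing Alexa488-labelled fibronectin into matrix | Input: 10000 AH1F cells/well | Medium: DMEM plus 2% serum, read in PBS | Reagent: Alexa488-fibronectin, 24 nM final in well | Compound dosing: One dose per compound, pinned | Schedule: 1 h adhesion, overnight exposure | Measured by: Fluorescence at 485 nm excitation, 525 nm emission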
PGC1a acetyl inh: modulators of PGC1a acetylation. inhibition, % at 15.6 µM. U2OS PGC1a acetylation, AlphaScreen anti-acetyl-lysine; with virally co-expressed GCN5 acetyltransferase. actives 0.17% (n = 350,000);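 active = every replicate shows inhibition of at least 40%; inconclusive = mean inhibition at least 40% but some replicate below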;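 note: 0% = neutral control wells and 100% = positive control wells; some results beyond the cut were filed as inactive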
LGR2 antag: blocks bursicon-induced cAMP signaling via Drosophila LGR2. actives 0.35% (n = 380,000). HEK293 LGR2, CRE-luciferase, bursicon-stimulated, 4 h. inhibition, % at 9.99 µM;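 active = drop in luminescence signal, shown as inhibition above about 50% in the replicate tests, limit read from the data, passing the limit was not always enough; inconclusive = probably only some replicates passing the limit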;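 note: agonist challenge used bursicon conditioned medium at about half maximal strength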
miR-122 sensor: miR-122 inhibition in Huh7 cells; actives 0.3% (n = 340,000); Huh7 miR-122 Renilla luciferase sensor, 48 h; neutral wells = 0, positive control = 100; activation (reporter increase), % at 12.5 µM;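 active = mean replicate activation score at least 90 and every replicate individually at or above 90; inconclusive = only one of the two criteria met; inactive = neither criterion met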;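 note: higher luciferase means less miR-122 activity so hits act as miR-122 inhibitors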
EWS-Fli block: blocks EWS/Fli oncoprotein-driven transcription | actives 0.67% (n = 350,000) | inhibition, % at 12.6 µM | A673 NR0B1-luciferase reporter, viability-normalised;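 active = mean inhibition of at least 50% after viability correction, with every replicate also passing that limit; inconclusive = mean reaches 50% but only one of two replicates passes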;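 note: firefly luciferase signal divided by Alamar Blue viability fluorescence both relative to DMSO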
CASP6 VEID inh: inhibitors of human caspase-6. purified caspase-6, Z-VEID-R110 cleavage fluorescence. inhibition, % at 12.5 µM. actives 0.53% (n = 350,000). AID 686996;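 active = mean inhibition across replicates at least about 35%, with every replicate also reaching that limit, limit read from the data; inconclusive = only one of the two criteria met; inactive = neither criterion met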;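 note: 0% = median of neutral control wells and 100% = no fluorescence left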
Target sequence (P55212 24-179 limits assumed): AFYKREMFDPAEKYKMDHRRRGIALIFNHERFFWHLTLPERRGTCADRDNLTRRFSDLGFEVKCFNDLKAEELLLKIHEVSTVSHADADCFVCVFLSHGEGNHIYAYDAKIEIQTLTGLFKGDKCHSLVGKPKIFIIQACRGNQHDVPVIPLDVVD
Target sequence (P55212 194-293 limits assumed): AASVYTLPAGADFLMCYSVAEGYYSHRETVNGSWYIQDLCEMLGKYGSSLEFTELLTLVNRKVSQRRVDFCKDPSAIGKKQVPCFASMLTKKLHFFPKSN
Cneo AK release: Cryptococcus neoformans lysis via adenylate kinase release; C. neoformans lysis, adenylate kinase release luminescence, 4 h; normalised: neutral wells 0, clomiphene wells 100; lysis activity, % at 15 µM; actives 0.2% (n = 360,000);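 active = mean lysis activity across replicates of at least 80%, whatever share of replicates individually reach that level; inactive = mean lysis activity below 80%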
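Signal: Adenylate kinase release luminescence | Assay system: Log-phase Cryptococcus neoformans yeast cells | Input: Cells at 5 × 10^6 per mL | Buffer or medium: Fresh YPD growth medium | Compound: Single dose | Schedule: Static 4 h at 37 °C with compound, 1 h detection | Controls: Clomiphene | Read-out: Luminescence rise reflecting yeast cell lysis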
PAX8 inh HTS: inhibitors of PAX8 transcriptional activity in RMG-I cells; RMG-I TPO-luciferase reporter, SteadyGlo, 24 h; inhibition, % at 12.6 µM; actives 1.2% (n = 360,000); AID 652154;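 active = mean replicate inhibition at least 60% with every replicate also reaching 60%; inconclusive = only one of the two criteria is met; inactive = mean below 60% and not all replicates reaching 60%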;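 note: luciferase light reporting Pax8 driven TPO promoter activity; plate controls were median of neutral control wells for no effect and mitoxantrone controls for full effect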
Active calls of the source: *; ? = inconclusive; / = no result given; [ ] = another dose, or the depositor's remark.

Values in the order: FN deposit inh	PGC1a acetyl inh	LGR2 antag	miR-122 sensor	EWS-Fli block	CASP6 VEID inh	Cneo AK release	PAX8 inh HTS
- O=C(CN1CCN(S(=O)(=O)N2CCCCCC2)CC1)Nc1ccc(F)cc1
 : 5.2	/	3.6	/	-5.8	3.3	3.8	-14.8
- CC(=O)Nc1nnc([N+](=O)[O-])s1
 : 7.6	/	1.3	4.5	1.6	6.7	-0.8	20.6
- C[C@@H]1CN([C@H](C)CO)C(=O)c2cc(NC(=O)CCN3CCOCC3)ccc2O[C@H]1CN(C)Cc1ccc(C(=O)O)cc1
 : /	-0.2	-36.3	1.0[16.7 µM]	-11.7	-1.8	0.6	/
- COc1ccc(CN(C)C[C@@H]2OCCCC[C@@H](C)Oc3ccc(NC(=O)CCCN(C)C)cc3C(=O)N([C@@H](C)CO)C[C@@H]2C)cc1
 : /	-3.5	-8.0	/	0.9	3.0	/	-45.6
- O=C(NCc1n[nH]c(=S)n1-c1cccc(Cl)c1)c1cccs1
 : 10.7	13.4	31.0	2.3	4.2	0.6	-20.2	13.3
- FC(F)(F)c1cc(Cl)c2nc(-c3ccco3)c(Cc3ccccc3C(F)(F)F)n2c1
 : -5.7	/	36.1	/	35.6	30.4	/	25.6
- COC(=O)C[C@@H]1C[C@H]2c3cc(N(C)C)ccc3O[C@H]2[C@@H](CO)O1
 : -19.6	13.1	/	1.0[16.7 µM]	12.7	-0.3	1.2	-34.1
- COc1ccc(NC(=O)CCN2CCN(S(=O)(=O)c3cc(Cl)ccc3Cl)CC2)cc1
 : 5.8	-23.8	/	-3.0	/	/	-0.4	/
- O=C(O)C(C/C(=N/O)c1ccc(Br)cc1)P(=O)(c1ccccc1)c1ccccc1 (configuration not stated)
 : 12.8	-0.2	-9.2	-1.9	-0.8	2.4	0.3	4.0
- COc1ccccc1CNC(=O)CN(C)S(=O)(=O)c1cccc2cccnc12
 : 9.1	10.4	-0.8	-7.0	0.4	3.3	-1.7	-7.5
- N#CC1=C(N)C2=CCCC[C@H]2[C@H](c2ccccc2)C1(C#N)C#N
 : 4.0	5.6	33.6	-1.6	/	/	/	18.0
- CCCCCCCCN1C(=O)[C@@H](CC(=O)NCCCOC)C[C@@]2(C(=O)OC)C1=C[C@H](C(C)(C)C)O[C@@H]2C
 : 3.6	/	15.6	/	27.6	8.3	/	-8.1
- O=C(CN(c1ccccc1F)S(=O)(=O)c1ccccc1)NC1CCCCCC1
 : /	-20.7	/	-6.6	9.8	-0.9	/	/
- CC(=O)OCC1=C(C(=O)O)N2C(=O)C(NC(=O)c3ccc(COc4c(C)cccc4Cl)o3)C2SC1 (configuration not stated)
 : -6.4	/	-17.4	-2.3	1.9	40.5*	-1.3	-3.3
- COc1cc(/C=C/c2cccc[n+]2C)ccc1OCC(=O)Nc1ccccc1
 : 2.2	?	8.8	-2.1	-7.6	-7.8	2.5	-8.1
- COc1cccc(CNCCO)c1OCc1ccc(Cl)cc1
 : -2.8	/	13.0	/	-3.3	-0.2	/	20.9
- O=C(C[C@@H]1CC[C@@H](NC(=O)C2CCOCC2)[C@@H](CO)O1)NCC1CC1
 : /	2.2	5.5	/	/	4.3	/	-14.3
- CC(=O)N1[C@@H](CO)[C@@H](c2ccccc2)C12CN(C(=O)c1ccccn1)C2
 : /	-2.2	3.2	/	-13.9	2.2	/	-21.4
- CO[C@@H]1CN(C)C(=O)c2cc(NC(=O)C3CC3)ccc2OC[C@@H](C)N(Cc2ccncc2)C[C@H]1C
 : -4.2	/	27.5	-6.6[16.7 µM]	-2.5	2.3	0.5	-1.0
- O=C(Nc1ccc([N+](=O)[O-])cc1)c1ccc(Cn2cc([N+](=O)[O-])cn2)cc1
 : /	/	0.8	/	13.4	1.2	/	19.1

Values in the order: FN deposit inh	PGC1a acetyl inh	LGR2 antag	miR-122 sensor	EWS-Fli block	CASP6 VEID inh	Cneo AK release	PAX8 inh HTS
- Cc1cc(SCC(=O)Nc2ccccc2)n2ncc(-c3ccccc3)c2n1
 : 15.5	/	-2.8	/	22.2	0.8	/	25.6
- Cc1ccc(OCC(=O)N/N=C\c2cn(C)c3ccccc23)c([N+](=O)[O-])c1
 : 3.1	2.6	/	-1.4	/	/	1.3	3.8
- Cc1nc2c(OCCN3C(=O)c4ccccc4C3=O)cccn2c1N(C)C(=O)CCC1CCCC1
 : -0.4	-0.8	8.5	-5.9	7.8	1.8	-0.5	-2.0
- C[C@H]1CN([C@@H](C)CO)C(=O)Cc2cc(NS(=O)(=O)c3ccccc3)ccc2O[C@@H]1CN(C)CC1CC1
 : /	-1.3	5.0	2.8[16.7 µM]	1.7	1.7	-1.0	3.8
- C=CCn1c(SCC(=O)N2CCOCC2)nc2sc(CC)cc2c1=O
 : 17.1	/	0.9	/	3.7	5.1	1.3	12.2
- CCC[C@H](CN[C@@H](CNC)[C@H](C)O)NCCc1ccc(OC)cc1
 : 1.5	-3.0	-1.3	-6.9	-6.6	-6.6	1.4	-10.5
- CC(C)N(CC(N)=O)C(=O)c1sc2cc(F)ccc2c1Cl
 : 5.6	-3.3	16.3	/	-31.8	-3.1	/	-7.1
- Cc1ccc(-c2ccc3c(c2)O[C@H](CN(C)C(=O)Nc2ccc(C(F)(F)F)cc2)[C@@H](C)CN([C@H](C)CO)S3(=O)=O)cc1
 : 13.2	10.6	-2.4	57.2[16.7 µM]	24.7	1.2	-2.6	/
- O=C(NCc1cccnc1)c1ccc(COc2ccccc2Br)cc1
 : /	/	-9.9	/	-8.1	0.8	/	3.0
- COc1ccc(N2C(=O)CC(Nc3ccc(F)cc3)C2=O)c([N+](=O)[O-])c1 (configuration not stated)
 : 1.9	/	/	-2.5	-2.6	3.8	-0.3	2.3
- COc1cc(C(=O)N2CCN(c3cc(Cl)ccc3Cl)CC2)cc(OC)c1OC
 : -7.8	/	21.0	/	59.8*	1.4	1.8	15.7
- Clc1ccc(-c2csc(N/N=C/c3ccco3)n2)cc1
 : -4.7	/	/	/	-51.2	-0.7	/	24.8
- CCc1nnc(NS(=O)(=O)c2ccc(NC(=O)c3cccc(Cl)c3)cc2)s1
 : -2.1	/	-1.7	6.1	9.1	0.7	/	3.3
- O=C(COC(=O)CSc1ccc([N+](=O)[O-])cc1)NCCC1=CCCCC1
 : -0.6	-0.8	12.4	2.2	-3.3	3.3	-1.8	1.6
- COc1ccc(C(=O)c2[nH]c(N)c(C(=O)NCCc3c[nH]c4ccccc34)c2-c2ccc(Cl)cc2)cc1
 : 9.4	/	-11.1	/	8.8	-1.1	/	0.9
- Cc1cc(NC(=O)Nc2ccc(Cl)c(Cl)c2)n(-c2ccccc2)n1
 : -8.0	/	-4.3	/	18.6	0.2	/	2.9
- Cc1ccc(S(=O)(=O)N(CC(O)CN2CCOCC2)c2cccc([N+](=O)[O-])c2)cc1 (configuration not stated)
 : 6.9	-5.7	-7.5	9.9	-3.8	1.6	1.1	0.7
- C[C@@H]1CN([C@H](C)CO)C(=O)Cc2cc(NC(=O)Cn3cnnn3)ccc2O[C@H]1CN(C)Cc1ccc(C(=O)O)cc1
 : /	0.5	-7.3	-9.4[16.7 µM]	-4.9	-1.0	0.6	/
- COCC(=O)N1CC[C@@H]2[C@H]1c1cc(-c3ccc(OC)cc3)ccc1N(C)[C@H]2CO
 : -0.2	14.9	2.3	-3.6[16.7 µM]	-7.3	-2.1	-2.7	-34.3
- Fc1ccc(-c2ccc(/C=N\n3cnnc3)o2)cc1Cl
 : 0.2	/	-8.0	/	1.0	1.4	/	51.3

Values in the order: FN deposit inh	PGC1a acetyl inh	LGR2 antag	miR-122 sensor	EWS-Fli block	CASP6 VEID inh	Cneo AK release	PAX8 inh HTS
- COc1ccc(C(=O)Nc2ccc3c(c2)C(=O)N(C)C[C@H](OC)[C@@H](C)CN(C(C)=O)[C@H](C)CO3)cc1
 : 2.9	-6.8	-4.0	-8.3[16.7 µM]	4.1	/	-1.6	/
- N#Cc1ccc(-c2ccc([C@@H]3[C@@H]4CN(C(=O)Nc5ccc6c(c5)OCO6)C[C@H]3N4)cc2)cc1
 : 10.9	9.7	7.1	/	-0.5	/	/	30.7
- Cc1cc(Cl)ccc1C(=O)C1CCCN(C(=O)c2cncs2)C1 (configuration not stated)
 : 2.4	-0.9	4.1	1.3	4.1	1.2	-15.9	-4.9
- Cc1ncc([N+](=O)[O-])n1CC(=O)Nc1ccc(F)c(Cl)c1
 : -0.9	1.6	8.2	5.3	3.3	-1.3	-1.1	-11.2
- CO[C@@H]1CN(C)C(=O)c2ccc(NS(=O)(=O)CC(F)(F)F)cc2OC[C@H](C)N(C(=O)NC(C)C)C[C@@H]1C
 : -12.6	4.3	-10.1	2.2[16.7 µM]	-2.0	/	/	/
- COCCNC(=O)CSc1nc2sc(C)c(C)c2c(=O)n1-c1ccccc1
 : 5.1	1.7	-5.8	-7.9	0.2	1.8	0.7	13.3
- CS(=O)(=O)Nc1ccc2c(c1)[C@H]1C[C@@H](CC(=O)NCc3cc(F)ccc3F)O[C@H](CO)[C@H]1O2
 : 1.0	4.6	9.4	-1.7[16.7 µM]	-4.3	2.1	1.7	11.1
- O=C(C[C@H]1CC[C@@H]2[C@H](COC[C@H](O)CN2Cc2ccc(F)cc2)O1)N1CCc2ccccc2C1
 : -6.7	3.6	4.7	-2.1[16.7 µM]	-2.2	-1.6	-3.8	2.9
- O=C(O)c1ccc(N2C(=O)c3cccnc3C2=O)cc1
 : 1.8	8.6	7.0	/	0.5	0.7	/	8.6
- O=C(NCc1ccccc1)N1CCC(CO)(CCc2ccccc2)CC1
 : 6.3	-1.6	4.9	-7.0	0.1	-0.1	-1.7	0.3
- CCc1ccc(-c2cc(C)no2)cc1S(=O)(=O)Nc1ccccn1
 : 6.2	8.8	-4.3	35.4	/	1.9	0.0	-20.3
- CC(C)NC(=O)Nc1ccc2c(c1)C(=O)N([C@@H](C)CO)C[C@@H](C)[C@@H](CN(C)C(=O)Cc1ccccc1)OCCCC[C@H](C)O2
 : -5.9	/	-2.5	-1.9[16.7 µM]	/	/	0.3	-0.2
- C[C@H]1CN([C@@H](C)CO)C(=O)Cc2cc(NC(=O)NC3CCCCC3)ccc2O[C@H]1CN(C)Cc1ccc(Oc2ccccc2)cc1
 : 3.4	-0.7	2.4	-3.0[16.7 µM]	-13.2	2.1	-0.4	8.9
- Cc1cccc(C)c1OCC(=O)Nc1cccc(S(=O)(=O)N2CCCC2)c1
 : 4.4	/	-3.1	21.2	3.4	-0.7	1.2	5.1
- C[C@@H]1CN([C@H](C)CO)C(=O)c2c(c3ccccc3n2C)-c2ccccc2CO[C@H]1CN(C)Cc1ccc2c(c1)OCO2
 : -2.9	-3.0	0.6	/	/	2.1	/	10.7
- CCC(c1nnc(SCC(=O)Nc2nnc(-c3ccccc3)o2)n1Cc1ccccc1)N(C)C (configuration not stated)
 : 6.8	-3.9	/	-5.1	/	/	-0.5	8.0
- COc1cccc(NS(=O)(=O)c2ccc3c(c2)NC(=O)C(C)S3)c1 (configuration not stated)
 : 8.1	/	-0.2	/	/	5.8	/	-9.9
- COCC(=O)N(C)C[C@H]1Oc2cc(C#C[C@@H](C)O)ccc2S(=O)(=O)N([C@H](C)CO)C[C@H]1C
 : 0.2	0.6	-3.6	-5.1[16.7 µM]	-3.8	-1.0	9.5	/
- COc1ccc(-c2cc(C(F)(F)F)nc(SCC(=O)N3CCOCC3)n2)cc1OC
 : /	-4.4	-14.7	7.1	/	/	-2.1	/
